STAT3 activator: STAT3 signaling activation | U3A cells, IL-6 STAT3-luciferase reporter, luminescence; 100% = signal with IL-6 EC80 alone | activation (% of control), % at 5.6 µM | 190,000 tested, 0.91% active;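 active means activation above the screen-wide mean of compound activation plus 3 SD, cut at about 130% in these data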;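 further: 0% = background luminescence of wells with medium and substrate only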
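System – human U3A cells carrying STAT3-luciferase construct · Probe or stimulus – Interleukin-6, 33 ng/mL · Schedule – compound 1 h, then IL-6 6 h at 37 °C · Signal – luminescence from STAT3-driven luciferase reporter · Evaluation – percent of IL-6-only median luminescence · Benchmarks – IL-6-only high control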
APP 5UTR inh: APP translation inhibition. AID 1285. SH-SY5Y APP 5'UTR-luciferase reporter, luminescence. inhibition, % at 2 µM. 190,000 tested, 0.82% active;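 active means inhibition above a set limit, derived from the sample mean plus 3 SD, cut at about 45% in these data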; further: values of inactives mirror those of a sister screen read the other way
Hsp70 act: switches on Hsp70 transcription. HeLa Hsp70 promoter luciferase reporter, luminescence; scaled: vehicle 0, proteasome-inhibitor control 100%. activation, % at 10 µM. 200,000 tested, 0.04% active;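 active means activation above the mean across all tested compounds plus 3 SD, cutoff set per campaign, cut at about 5.5% in these data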;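 further: 100% = MG132 at 30 µM as the positive control and 0% = DMSO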
FLuc inhib CS: Photinus pyralis luciferase inhibition counter-screen; P08659; inhibition, % at 10 µM; ATPLite firefly luciferase biochemical luminescence, 10 min; AID 1006; 200,000 tested, 1.5% active;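 active means inhibition above about 50% when tested at 10 µM, limit read from the data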
Target sequence (P08659 whole entry, looked up): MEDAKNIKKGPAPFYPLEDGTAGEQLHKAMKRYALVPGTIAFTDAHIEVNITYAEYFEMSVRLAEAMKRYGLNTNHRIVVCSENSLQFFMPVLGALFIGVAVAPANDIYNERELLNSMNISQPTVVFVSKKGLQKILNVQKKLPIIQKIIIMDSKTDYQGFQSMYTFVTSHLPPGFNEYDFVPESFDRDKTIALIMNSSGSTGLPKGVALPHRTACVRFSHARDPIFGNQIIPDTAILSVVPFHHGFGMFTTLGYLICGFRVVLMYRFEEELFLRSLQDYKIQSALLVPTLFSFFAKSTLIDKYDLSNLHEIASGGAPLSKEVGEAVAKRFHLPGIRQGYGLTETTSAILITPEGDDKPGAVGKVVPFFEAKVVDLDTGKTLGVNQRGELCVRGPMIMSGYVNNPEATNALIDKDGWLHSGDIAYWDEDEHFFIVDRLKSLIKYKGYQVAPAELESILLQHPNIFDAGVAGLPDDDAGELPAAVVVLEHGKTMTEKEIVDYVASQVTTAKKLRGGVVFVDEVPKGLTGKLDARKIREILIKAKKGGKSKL
NF-kB expr up: NF-kB expression increase, human neuronal cells. NF-kB reporter expression; active compounds read high. fold change at 12.5 µM. 190,000 tested, 1.6% active; in the data active means fold change above about 3.3
STAT1 activator: activators of IFN-gamma induced STAT1 signaling; NIH 3T3 STAT1-luciferase reporter, luminescence; 100% = IFN-gamma alone, no compound; activation (% of control), % at 5.5 µM; 200,000 tested, 2.6% active;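 active means activation above the screen-wide mean activation plus 3 SD, cut at about 130% in these data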;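 further: raw ratio to IFN-gamma control signal so 100% means no change and 0% no light; values of inactives mirror those of a sister screen read the other way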
APP 5'UTR act: activates APP 5'UTR luciferase reporter. SH-SY5Y APP 5'UTR luciferase reporter, luminescence; zero percent = DMSO vehicle wells. activation, % at 2 µM. 190,000 tested, 1% active. AID 1276;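 active means activation above a set limit, based on mean plus 3 SD of controls, cut at about 140% in these data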; further: values of inactives mirror those of a sister screen read the other way
STAT3 blocker: reduces IL-6 driven STAT3 reporter signal; U3A cells, IL-6 STAT3-luciferase reporter, luminescence; host cell line lacks STAT1; inhibition, % at 5.5 µM; 190,000 tested, 0.89% active; AID 862;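 active means inhibition above the mean inhibition across all screened compounds plus 3 SD, cut at about 44% in these data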;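 further: 0% = DMSO only wells and 100% = 100 µM nifuroxazide control wells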
RAM network inh: yeast RAM network inhibition; S. cerevisiae dse1pr::URA3 reporter, 5-FOA growth OD615, 2 d; analog-sensitive cbk1-as2 kinase mutant strain; inhibition, % at 50 µM; 190,000 tested, 1.8% active;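 active means inhibition above a set limit, 3 SD over mean compound inhibition, cut at about 8.4% in these data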;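 further: 0% = DMSO-only wells with no growth and 100% = 10 µM 1-NA-PP1 full growth; inhibition rescues growth on 5-FOA so higher OD means more RAM inhibition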
STAT1 blocker: reduces IFN-gamma driven STAT1 reporter signal; NIH 3T3 STAT1-luciferase reporter, luminescence; inhibition, % at 5.5 µM; 200,000 tested, 0.35% active;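 active means inhibition above a set limit, the mean inhibition across all tested compounds plus 3 SD, cut at about 34% in these data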;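 further: 0% = IFN-gamma with DMSO and 100% = IFN-gamma with 300 µM nifuroxazide; values of inactives mirror those of a sister screen read the other way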
* marks the source's active call; other numbers are inactive results; / = not tested or not shown.

Under each structure: STAT3 activator, APP 5UTR inh, Hsp70 act, FLuc inhib CS, NF-kB expr up, STAT1 activator, APP 5'UTR act, STAT3 blocker, RAM network inh, STAT1 blocker
Cn1c(CC(=O)Nc2ccccc2C(F)(F)F)c(Sc2ccccc2)c2ccccc21
  97, -5, -0.3, -2, 1, 95, 5, 5, 4.0, 5
O=C(CNC(=O)c1ccccc1F)N/N=C/c1cc(Br)ccc1OC(=O)/C=C/c1ccco1
  95, 41, -0.4, -3, 1.1, 96, -41, 9, 4.8, 5
O=Cc1ccc2noc(-c3ccc(Cl)cc3)c2c1
  105, -14, -0.1, -2, 1.5, 111, 14, -4, 0.8, -12
Cc1csc(NC(=O)CCc2ccc(S(=O)(=O)N3CCOCC3)cc2)n1
  96, -2, -0.1, 5, 1, 94, 2, 10, 0.8, 7
CCCCSc1nc2c(c(=O)n1CC)SC(C)C2 (stereo not drawn)
  98, -13, -0.3, -1, 1.1, 93, 13, 2, -0.5, 5
O=CN(c1ccccc1)c1ccc2ccccc2c1
  110, -7, -0.3, -7, 1.4, 100, 7, -8, -0.1, -2
COc1cnc(-c2cccc(C(F)(F)F)c2)[nH]c1=O
  106, -5, -0.1, -1, 1.3, 97, 5, 5, 1.2, 2
CC(=O)Oc1ccc2cc(-c3nc4ccccc4n3C)c(=O)oc2c1
  114, -65, 0.0, 5, 2.3, 125, 65, -13, -0.7, -27
CCN(CCCNC(=O)COc1cc(=O)n(CC)c2ccccc12)Cc1ccccc1
  93, 11, 0.1, -4, 1.6, 94, -11, 13, 1.5, 8
O=S(=O)(c1ccc(NC(=S)NCCc2ccccc2)cc1)N1CCOCC1
  101, 10, -0.1, -6, 0.98, 99, -10, 1, -0.1, 1
COc1ccc(CNC(=O)c2cc(-c3cccs3)on2)cc1
  104, -2, -0.2, -1, 1.3, 106, 2, 0, 0.7, -7
CSC1=N/C(=C\c2ccccc2F)C(=O)S1
  99, 6, 0.3, -4, 1, 97, -6, 7, 5.5, 3
CS(=O)(=O)Nc1ccc(C2=NN(S(=O)(=O)c3ccc(F)cc3)C(c3ccco3)C2)cc1 (stereo not drawn)
  94, 0, 0.1, -7, /, 98, 0, 13, 4.9, 2
O=C(CSc1ccccc1C(=O)O)NCc1ccco1
  106, 3, -0.4, -1, 1.2, 101, -3, 2, 0.9, -1
Cc1cc(C)nc(N/N=C/c2c[nH]c3ccccc23)n1
  115, 0, -0.3, 12, 1.5, 93, 0, -11, -0.7, 8
CC[C@H](C)[C@@H](C(=O)N1CCNCC1)n1cc([C@@H](N)CC(C)C)nn1
  /, -16, -0.2, -3, 0.88, 103, 16, /, 0.4, -1
COc1ccc(-c2nc(N)n(C(=O)c3ccccc3Cl)n2)cc1
  100, -6, -0.2, -10, 1.3, 94, 6, -2, 2.9, 7
CSCc1c(C(=O)Nc2ccc(N3CCOCC3)cc2)oc2ccccc12
  84, -28, 0.2, 2, 0.97, 100, 28, 22, 4.5, -1
CCc1c(O)nc(SCC(=O)Nc2ccccc2)n(C(C)CC)c1=O (stereo not drawn)
  90, -1, -0.2, -6, 1.3, 100, 1, 12, 2.3, 0
COc1ccccc1OCCCn1c(C)c(C#N)c2ccccc21
  95, 5, 0.6, -7, 0.79, 110, -5, 10, 11*, -11
Cc1nc(C)n(CC(O)COc2ccc3cc(Br)ccc3c2)n1 (stereo not drawn)
  93, 14, -0.4, -6, 0.78, 90, -14, 8, 1.1, 11
N#CCC(=O)Nc1ccc(C(=O)NCC(c2ccco2)N2CCCCC2)cc1 (stereo not drawn)
  107, -11, -0.3, -8, 1.2, 99, 11, 1, 1.3, -1
COc1ccc(C(=O)N/N=C/c2ccc(SC)cc2)cc1
  100, -3, -0.2, 19, 1.2, 110, 3, 1, -0.1, -11
COc1cc(O)c2c(=O)cc(-c3ccccc3)oc2c1
  /, -44, 0.4, 2, 2.1, 126, 43, /, 4.9, -30
Cc1ccc(C)n1-c1nc(=S)[nH][nH]1
  104, 2, -0.5, 1, 1, 100, -1, -5, 1.1, 1
COC(=O)N/N=C/c1cc(C)n(-c2ccccc2)c1C
  112, /, -0.3, 52*, 1.1, 111, /, -14, 1.6, -13
COc1ccc(Br)c(/C=N/NC(=O)COc2ccc(-c3ccccc3)cc2)c1
  98, -8, -0.2, 2, 0.94, 97, 7, 8, 2.0, 3
O=C(NCc1ccccc1)C(=O)NCC(c1ccco1)N1CCOCC1 (stereo not drawn)
  105, 7, -0.4, -6, 0.97, 108, -7, -6, 1.9, -9
O=C(CC1C(=O)NCCN1CC1CCCCC1)NCc1ccc(Cl)cc1 (stereo not drawn)
  104, -13, 0.1, -5, 0.95, 105, 13, -4, 0.4, -6
CCS(=O)(=O)N1CCCC(C(=O)NCc2cccc(OC)c2)C1 (stereo not drawn)
  103, -27, 0.1, -7, 1.1, 100, 27, 0, 2.0, 0

Complete entries as entered above:
COc1ccc(C(=O)N/N=C/c2ccc(SC)cc2)cc1 as listed: STAT3 activator: 100; APP 5UTR inh: -3; Hsp70 act: -0.2; FLuc inhib CS: 19; NF-kB expr up: 1.2; STAT1 activator: 110; APP 5'UTR act: 3; STAT3 blocker: 1; RAM network inh: -0.1; STAT1 blocker: -11
O=C(CC1C(=O)NCCN1CC1CCCCC1)NCc1ccc(Cl)cc1 (stereo not drawn) as listed: STAT3 activator: 104; APP 5UTR inh: -13; Hsp70 act: 0.1; FLuc inhib CS: -5; NF-kB expr up: 0.95; STAT1 activator: 105; APP 5'UTR act: 13; STAT3 blocker: -4; RAM network inh: 0.4; STAT1 blocker: -6

Other entries.
Under each structure: STAT3 activator, APP 5UTR inh, Hsp70 act, FLuc inhib CS, NF-kB expr up, STAT1 activator, APP 5'UTR act, STAT3 blocker, RAM network inh, STAT1 blocker
CCOC(=O)/C(C#N)=C1/C=CN(Cc2ccccc2)C=N1
  109, 2, -0.1, -3, 1.5, 105, -2, -1, 0.3, -5
Clc1ccc(Nc2nc(-c3cccs3)cs2)nc1
  103, -135, 0.3, 31, 12*, 196*, 135*, 3, 0.9, -105
COc1ccc(/C(O)=C2/C(=O)C(=O)N(c3nc(C)c(C)s3)C2c2ccco2)cc1 (stereo not drawn)
  100, -14, -0.3, -4, 1.2, 105, 14, 2, -0.1, -6
Cc1csc(=NC(=O)c2ccccc2)n1C
  92, -102, 0.1, 31, 3.6*, 127, 102, 14, 0.3, -29
CCn1c(NC(=O)c2cccs2)c(-c2cccs2)c(=O)c2ccccc21
  104, 1, -0.2, -8, 1.5, 109, -1, -1, -0.6, -10
CCNC(=S)NNC(=O)CCn1c2ccccc2c2ccccc21
  84, 8, -0.3, -5, 0.98, 94, -8, 26, 6.1, 7
Cc1cccc(NC(=S)N(CCN(C)C)C(C)c2ccccn2)c1 (stereo not drawn)
  102, 6, -0.1, -8, 0.89, 96, -7, 4, 0.2, 5
Cn1cc(CC(=O)NCCCN2CCCC2)c2ccccc21
  99, 35, -0.4, -6, 0.87, 104, -35, 5, 0.7, -5
O=C(CN1CCN(CCN2C(=O)c3cccc4cccc(c34)C2=O)CC1)c1ccc(Cl)cc1
  87, 4, -0.3, -5, 0.72, 110, -4, 13, 1.1, -12
CN(C)c1ccc(CNn2cnnc2)cc1
  93, -9, -0.2, -21, 0.95, 106, 9, 11, 1.7, -7
O=C(Nc1ccc(O)cc1)C1CCCN1S(=O)(=O)c1ccc(F)cc1 (stereo not drawn)
  102, -2, -0.3, -5, 1.7, 102, 2, -2, 1.2, -1
N#C/C(=C\c1ccccc1)C(=O)Nc1cc(S(=O)(=O)N2CCOCC2)ccc1N1CCCC1
  85, -14, -0.6, -11, 0.87, 95, 14, 14, 5.5, 6
Cc1oc(-c2cccs2)nc1CN1CCN(CCC(C)C)C(CCO)C1 (stereo not drawn)
  103, 14, 0.0, -6, 1, 106, -14, -1, 2.2, -8
CCOC(=O)C1=C(CNCc2ccc(C)cc2)NC(=O)NC1c1ccc(OC)cc1 (stereo not drawn)
  98, 1, -0.2, -6, 1.1, 97, -1, 6, 2.0, 3
CCn1nc(C)c(CN2CCN(Cc3ccsc3)C(CCO)C2)c1C (stereo not drawn)
  91, -21, 0.2, -7, 0.98, 93, 21, 15, 0.0, 6
O=C1CC(N2CCN(c3ccccc3O)CC2)C(=O)N1Cc1ccccc1 (stereo not drawn)
  106, -14, -0.2, 0, 1.1, 103, 14, 2, 1.1, -3
Cc1ccc(-c2csc(=S)n2CC(=O)OCC(=O)NCc2ccco2)cc1
  90, 4, -0.3, -4, 0.95, 87, -4, 17, 1.9, 15
O=C(NC(=S)Nc1ccc(O)cc1)c1ccccc1Cl
  104, -34, -0.2, 3, 2.2, 115, 34, -3, 0.4, -18
Cc1ccc(N=C2SC(C(=O)O)CC(=O)N2C)cc1C (stereo not drawn)
  95, -10, -0.3, -6, 1.3, 98, 10, 8, 1.9, 0
O=C1CCC(C(=O)OCC(=O)C23CC4CC(CC(C4)C2)C3)N1 (stereo not drawn)
  104, 0, 0.2, -2, 1.1, 98, 0, -4, 2.6, 2
COc1ccccc1C(=O)NNC(=S)NC(=O)c1cc(OC)c(OC)c(OC)c1
  119, 9, -0.1, 0, 0.8, 96, -9, -13, 1.9, 3
Cc1nc2ccccc2c2nc(N)nn12
  116, 19, 0.0, 0, 1.2, 106, /, -16, 0.0, -3
O=Nc1c(-c2ccccc2)cc2ccccn12
  89, -33, 0.1, 7, 2.1, 109, 33, 18, 0.4, -11
CN(Cc1ccccc1)S(=O)(=O)c1ccc(NC(=S)NC(=O)C2CCCCC2)cc1
  96, -7, -0.5, -2, 1, 95, 7, 10, 4.1, 5
CC1CCCC(NC(=O)COC(=O)c2sc3ccccc3c2Cl)C1C (stereo not drawn)
  100, -5, -0.2, 4, 1.6, 104, 5, 4, 2.3, -4
CCN(CC)C(=O)CSc1nc(O)cc(=O)n1CC
  95, -12, -0.2, -5, 0.97, 95, 12, 12, 0.5, 5
CC(C)OC(=O)CSc1ncnc2c1cnn2Cc1ccccc1
  101, 6, -0.3, -4, 1.2, 100, -6, 2, 1.3, -1
O=C(NCc1ccco1)C1(S(=O)(=O)c2ccc(Cl)cc2)CC1
  126, 6, -0.4, -3, 1.1, 92, -6, -26, 1.4, 8
COc1ccc(Cn2c(=O)[nH]c3cc(C(=O)NCCCN4CCCCCC4)ccc3c2=O)cc1
  107, 1, -0.1, -6, 1.2, 103, -1, -3, 0.7, -4
